# GPR35 arrestin U2OS: GPR35 antagonists blocking zaprinast-driven arrestin recruitment, primary screen, imaging, U2OS, beta-arrestin-GFP, zaprinast agonist (AID 2058) | G-protein coupled receptor 35 (Homo sapiens) | one-dose inhibition, % at 10 µM; IC50 in µM for titrated hits | 290,000 compounds, 0.052% hits | U2OS GPR35 beta-arrestin-GFP translocation imaging, zaprinast antagonism; higher % means a stronger effect;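 active = inhibition of at least 50% with at least 30 cells and total cytoplasm GFP at most 10,000,000; inconclusive = under 30 cells or total GFP of 10,000,000 plus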
# HIV peptide binding: inhibitors of HIV fusion peptide binding, primary screen, biochemical, uHTS, fluorescence dequenching (AID 1986). 290,000 compounds, 0.3% hits. inhibition, % at 20 µM; hits with a dose series show IC50 in µM. cell-free peptide binding, fluorescence dequenching, 30 min; higher % means a stronger effect; in the data active = inhibition mostly above about 52%, no sharp cut-off; inactive = mostly below about 76%; also: some results filed as inactive read as strong as hits
# GPR55 antagonists: GPR55 antagonists blocking LPI-driven arrestin recruitment, primary screen, imaging, U2OS, beta-arrestin-GFP, LPI agonist (AID 2013). inhibition, % at 10 µM; hits with a dose series show IC50 in µM. 290,000 compounds, 0.13% hits. U2OS GPR55 beta-arrestin-GFP translocation imaging, LPI antagonism; higher % means a stronger effect;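 active = spots per cell inhibited over 60%, with over 100 cells counted and total cytoplasm intensity under 500,000; inconclusive = wells with under 100 cells, flagged as likely toxic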;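 also: U2OS cells stably carrying GPR55 and arrestin-GFP stimulated by 5 µM LPI near EC80; imaged beta-arrestin-GFP aggregate spots per cell after agonist stimulation; plate controls were LPI-stimulated DMSO wells for no effect and DMSO wells without LPI for full effect; some results filed as inactive read as strong as hits; confirmed hits need IC50 under 10 µM and bright autofluorescent wells are also inconclusive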
# SIAH1 antagonists: Siah-1 peptide-binding antagonists, primary screen, biochemical, fluorescence polarization, rhodamine-plectin, uHTS (AID 1817); E3 ubiquitin-protein ligase SIAH1 (Homo sapiens); one-dose displacement, % at 20 µM; IC50 in µM for titrated hits; 290,000 compounds, 0.02% hits; Siah-1 / rhodamine-plectin peptide fluorescence polarization; higher % means a stronger effect;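 active = displacement of at least 50% at 20 µM, with a fluorescence ratio check between 0.3 and a set limit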;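 also: plate controls were Siah plus tracer with DMSO for no effect and tracer alone without Siah for full effect; strong numbers were not always called active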
# PhoP inhibition: inhibitors of PhoP regulon expression, primary screen, Salmonella Typhimurium, GFP reporter (AID 1863); inhibition, % at 50 µM, or IC50 in µM where a hit was titrated; 300,000 compounds, 0.16% hits; S. Typhimurium PhoP-regulated promoter GFP reporter, 4 h; higher % means a stronger effect;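 active = inhibition over 29.93%, a cutoff 3 SD above the screen mean, later confirmed by dose response; inconclusive = inhibition over 29.93% but no dose response follow-up; inactive = inhibition at most 29.93% or unconfirmed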;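 also: 0% = low Mg2+ inducing control and 100% = high Mg2+ repressing control; strong numbers were not always called active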
# Myeloid diff 2: induction of myeloid progenitor differentiation, primary screen, cell-based, flow cytometry, MLPCN library | ER-HoxA9 myeloid progenitors, lysozyme-GFP differentiation | calls only at 10 µM | 360,000 compounds, 1% hits | AID 624256, 2012;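 active = normalized GFP-positive differentiation at or above the plate's own cutoff, the solvent-only control mean plus 3 SD; inconclusive = no clear call, values can overlap the other calls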;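 also: cells exposed to compound for four days before flow analysis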
# NTR1 agonist: agonists of NTR1, primary screen, imaging, U2OS cells, beta-arrestin-GFP, high content (AID 493036); Neurotensin receptor type 1 (Homo sapiens), P30989; NTR1-U2OS beta-arrestin-GFP spot imaging, agonist mode; activation, % at 20 µM; 330,000 compounds, 0.17% hits;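 active = activation at or above 40% of the spot to cytoplasm intensity ratio, with at least 20 cells analyzed; inconclusive = wells under 20 cells, flagged as cytotoxic or low count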;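 also: 0% = DMSO without peptide and 100% = 100 nM NTR1 peptide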
# Target sequence (P30989 whole entry, looked up): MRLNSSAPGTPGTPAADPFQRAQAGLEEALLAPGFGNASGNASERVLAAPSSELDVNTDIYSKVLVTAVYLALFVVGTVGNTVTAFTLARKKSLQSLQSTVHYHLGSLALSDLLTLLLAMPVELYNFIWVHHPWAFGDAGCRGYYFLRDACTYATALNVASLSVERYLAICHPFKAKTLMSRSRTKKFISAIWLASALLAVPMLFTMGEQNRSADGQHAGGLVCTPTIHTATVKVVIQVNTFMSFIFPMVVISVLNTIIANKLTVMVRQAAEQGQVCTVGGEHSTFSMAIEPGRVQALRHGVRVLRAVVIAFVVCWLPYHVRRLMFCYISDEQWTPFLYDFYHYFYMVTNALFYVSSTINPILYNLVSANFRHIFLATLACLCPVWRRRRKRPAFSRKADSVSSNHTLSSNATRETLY
# Rac1 GTP hydrolysis: MgcRacGAP GTPase-activating activity inhibitors, confirmation, biochemical, ADP Hunter fluorescence | Rac GTPase-activating protein 1 (Homo sapiens) | MgcRacGAP-stimulated Rac1 GTP hydrolysis, ADP Hunter fluorescence; higher % means a stronger effect; GST-tagged Rac1 F28L mutant substrate | inhibition, % at 30 µM, or IC50 in µM where a hit was titrated | 340,000 compounds, 0.6% hits | AID 624330, 2012;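 active = first-screen hits whose inhibition reached a set limit at any dose in the follow-up dose series; inconclusive = inhibition above the set first-screen limit but never retested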;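 also: fluorescence reports GDP produced by GAP-driven GTP hydrolysis; strong numbers were not always called active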
# LYP phosphatase: inhibitors of LYP phosphatase, biochemical, fluorescence intensity, uHTS (AID 1779). Tyrosine-protein phosphatase non-receptor type 22 (Homo sapiens). inhibition, % at 11.5 µM; hits with a dose series show IC50 in µM. 290,000 compounds, 0.054% hits. recombinant LYP phosphatase, fluorescence intensity; higher % means a stronger effect; in the data active = inhibition above about 50%;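 also: plate controls were vehicle with enzyme for no effect and no enzyme for full effect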
# NTR1 agonist cell count 20 µM: also measured in NTR1 agonist; calls as there; cell count; measured here: cell count, cytotoxicity flag
# Myeloid diff 2 GFP+ MAC1+ %: further read-out of Myeloid diff 2, marked with its call; GFP+ MAC1+ double positive, %; measured here: differentiation confirmed by MAC1 staining
# * hit, by the source's call; i = inactive; ? = inconclusive; · = not tested or not shown.
Structure,GPR35 arrestin U2OS,HIV peptide binding,GPR55 antagonists,SIAH1 antagonists,PhoP inhibition,Myeloid diff 2,Myeloid diff 2 GFP+ MAC1+ %,NTR1 agonist,NTR1 agonist cell count 20 µM,Rac1 GTP hydrolysis,LYP phosphatase
N#Cc1cccc(NC(=O)CSc2sc3c(O)cc(=O)[nH]c3c2C#N)c1,-3%,14%,3%,-4%,0%,i,1.1,-2.9,49,18%,-9%
Cc1cc(C=O)c(C)n1-c1cc(C(F)(F)F)ccc1N1CCOCC1,9%,-0.5%,10%,5%,2%,i,2.5,-3.0,85,5%,3%
COc1cccc(-c2cc(C(=O)NCCCN3CCOCC3)no2)c1,-6%,0.9%,16%,2%,-7%,i,0.6,-0.4,52,6%,-8%
CN(C)C(CNC(=O)CCOc1ccccc1)c1ccco1 (configuration not stated),0%,12%,10%,8%,1%,i,0.1,0.2,43,1%,-2%
CNC(=O)COC(=O)c1cccnc1SC,7%,0.1%,-9%,5%,22%,i,1.0,0.3,58,4%,-4%
Cc1cccc([C@@H]2[C@@H]3C(=O)N(Cc4ccccc4)C(=O)[C@@H]3[C@]3(Cc4ccc(Cl)cc4)C(=O)N(c4ccc(Br)cc4)C(=O)N23)c1,-10%,1.6%,-7%,6%,-9%,i,2.4,1.6,52,6%,0%
CN(C(=O)c1ccc(F)cc1)c1ccccc1C(=O)NCc1ccccc1,-5%,-0.2%,13%,-3%,-1%,i,1.3,-0.3,76,0%,-8%
CCOc1ccc(-c2nc(CSCC(=O)N3CCN(C(=O)c4ccco4)CC3)c(C)o2)cc1,5%,2.0%,-1%,1%,8%,?,·,-2.3,50,3%,-7%
CCN(CC)CCCN(Cc1cc2cc3c(cc2[nH]c1=O)OCO3)C(=S)NCc1ccco1,3%,-2.6%,9%,-9%,1%,i,0.5,0.0,49,7%,-2%
CC1(C)CC(=O)C(CC(=O)Nc2ccc(S(N)(=O)=O)cc2)=C(O)C1,11%,0.6%,2%,12%,1%,i,0.6,1.0,81,3%,-5%
NCCc1nnc(SCC(=O)Nc2ccc(Br)cc2)o1,9%,0.2%,17%,1%,-4%,i,0.7,-0.3,45,15%,-8%
Cc1ccc(NC(=O)CS(=O)CC(=O)NCCCN(C)c2ccccc2)cc1 (configuration not stated),-2%,1.8%,-1%,4%,10%,i,5.2,0.3,59,7%,1%
Cc1ccccc1CSCC(=O)c1c(N)n(C)c(=O)n(C)c1=O,3%,-2.5%,-1%,0%,-7%,i,1.4,0.5,43,5%,-3%
C/C(=N\Nc1ccccn1)c1ccc2c(c1)OCO2,2%,-1.8%,2%,-1%,12%,i,0.4,2.3,39,8%,-1%
CCCCc1ccc(Nc2ncnc3nc[nH]c23)cc1,-12%,1.9%,-7%,3%,-4%,i,0.9,-3.4,52,5%,-6%
O=C(Cn1nc(C(=O)O)c2ccccc2c1=O)Nc1cccc(Br)c1,2%,-1.3%,-3%,0%,5%,·,·,2.1,49,5%,-8%
COc1ccc(Cl)cc1NC(=O)[C@@]1(CC(=O)O)CC(/C=C/c2ccccc2)=NO1,-3%,12%,-5%,-8%,7%,i,0.3,2.4,78,·,-10%
O=C(CSc1ccc(-c2ccco2)nn1)Nc1ccccc1F,-4%,1.8%,12%,-1%,-4%,i,2.3,-0.6,64,10%,-5%
O=S(=O)([N-]c1nc2ccccc2nc1-[n+]1ccc(CCCc2ccccc2)cc1)c1cccs1,16%,7.3%,-6%,-2%,-66%,i,0.7,3.9,40,0%,-7%
CCc1ccc(-c2cc(C(F)(F)F)n3nc(C(=O)Nc4cnn(Cc5ccc(C)cc5)c4)cc3n2)s1,23%,1.5%,7%,1%,-1%,i,5.5,1.4,76,12%,-7%
CCCCCC(=O)Nc1ccc(S(=O)(=O)Nc2cc(OC)nc(OC)n2)cc1,2%,2.4%,6%,5%,8%,i,0.7,-0.6,85,·,-7%
C=COCCNC(=O)Nc1ccc(Cl)cc1Cl,1%,-0.1%,-2%,6%,17%,i,0.7,0.4,44,12%,-4%
Cc1c([N+](=O)[O-])c([N+](=O)[O-])nn1CC(=O)N1CCOCC1,3%,4.0%,4%,2%,-10%,i,0.3,0.0,35,2%,-11%
Cc1ccc(S(=O)(=O)N(CC2CO2)c2cc(Cl)ccc2Cl)cc1 (configuration not stated),18%,-0.8%,-7%,6%,3%,i,1.1,0.3,36,9%,-4%
NNC(=O)CCN1CCCCC1,4%,-1.8%,11%,9%,-9%,i,0.5,3.3,49,10%,1%
CSc1cccc(NC(=S)N2CCCN(Cc3ccc(F)cc3)C2)c1,-13%,-1.3%,0%,-2%,-9%,i,0.3,2.4,48,9%,-5%
CCc1ccc(NC(=S)Nc2cc(C(=O)O)ccc2N2CC3CC(C2)c2cccc(=O)n2C3)cc1 (configuration not stated),3%,-1.4%,16%,-8%,-13%,i,0.2,-0.1,28,5%,1%
Cc1ccc(CC(=O)NC2CCSC2=O)cc1 (configuration not stated),23%,-0.6%,2%,-8%,-1%,i,0.2,0.0,74,6%,-10%
COc1ccc(CCn2c(=S)[nH]c3cc(C(=O)N4CCOCC4)ccc3c2=O)cc1OC,-7%,-0.9%,-4%,-1%,-12%,i,0.1,3.7,69,4%,-7%
CCOc1ccccc1C(=O)Nc1cc(C(=O)NCCc2ccccc2)ccc1Cl,-3%,-0.6%,-1%,-1%,11%,i,13,2.5,58,-1%,-1%
CCCCCCCCSc1nnc2[nH]c(=O)cc(N)n12,-12%,0.7%,2%,8%,7%,i,0.4,1.0,36,-9%,-6%
Cc1ncc([N+](=O)[O-])n1CCOC(=O)NC(NCc1cccnc1)C(Cl)(Cl)Cl (configuration not stated),1%,2.0%,-6%,0%,3%,i,0.1,-0.7,68,2%,-11%
Cc1ccccc1OCC(O)Cn1c(Br)nc2c1c(=O)n(C)c(=O)n2C (configuration not stated),-8%,3.1%,2%,2%,-1%,i,1.1,2.5,78,7%,-7%
COCCCNc1ccc([N+](=O)[O-])cc1C(=O)Nc1cccc(C)n1,0%,-1.5%,15%,0%,-3%,i,0.6,2.6,60,10%,-7%
CCCS(=O)(=O)c1nc(S(=O)(=O)c2ccc(C)cc2)c(N2CCCC2)s1,-3%,-2.4%,-12%,0%,-3%,i,0.9,-0.2,40,13%,-1%
COC(=O)c1c(/N=C/N(C)C)sc2c1CCN(c1ncc(C(F)(F)F)cc1Cl)C2,-2%,-2.4%,-6%,-4%,-12%,i,0.4,0.5,50,15%,-6%
O=C(O)c1ccc2c(c1)nnn2C1CCCCC1,26%,-1.6%,9%,1%,-4%,i,1.8,0.5,58,1%,-7%
COC(=O)C1C(=O)C2=C(CC1C)NC(=O)CC2c1ccccc1 (configuration not stated),-3%,2.3%,1%,2%,-5%,i,0.6,0.2,37,7%,2%
C/C(=N\OC(=O)c1ccc(Br)cc1)c1ccccn1,2%,-1.0%,-6%,-6%,8%,i,0.3,5.4,48,-5%,-6%
NC(=S)Nc1ccc(Cl)cc1Cl,-12%,-1.7%,-2%,6%,9%,i,1.5,0.9,57,-5%,-7%

# In the list so far, these contain an aryl methoxy group:
Structure,GPR35 arrestin U2OS,HIV peptide binding,GPR55 antagonists,SIAH1 antagonists,PhoP inhibition,Myeloid diff 2,Myeloid diff 2 GFP+ MAC1+ %,NTR1 agonist,NTR1 agonist cell count 20 µM,Rac1 GTP hydrolysis,LYP phosphatase
COc1cccc(-c2cc(C(=O)NCCCN3CCOCC3)no2)c1,-6%,0.9%,16%,2%,-7%,i,0.6,-0.4,52,6%,-8%
COc1ccc(Cl)cc1NC(=O)[C@@]1(CC(=O)O)CC(/C=C/c2ccccc2)=NO1,-3%,12%,-5%,-8%,7%,i,0.3,2.4,78,·,-10%
CCCCCC(=O)Nc1ccc(S(=O)(=O)Nc2cc(OC)nc(OC)n2)cc1,2%,2.4%,6%,5%,8%,i,0.7,-0.6,85,·,-7%
COc1ccc(CCn2c(=S)[nH]c3cc(C(=O)N4CCOCC4)ccc3c2=O)cc1OC,-7%,-0.9%,-4%,-1%,-12%,i,0.1,3.7,69,4%,-7%

# Continuation:
Structure,GPR35 arrestin U2OS,HIV peptide binding,GPR55 antagonists,SIAH1 antagonists,PhoP inhibition,Myeloid diff 2,Myeloid diff 2 GFP+ MAC1+ %,NTR1 agonist,NTR1 agonist cell count 20 µM,Rac1 GTP hydrolysis,LYP phosphatase
Cc1cc(C(=O)COC(=O)CCCN2C(=O)c3ccccc3C2=O)c(C)n1C,8%,-1.1%,4%,0%,-2%,i,0.4,0.7,90,1%,-5%
O=C(NCc1ccccn1)C(=O)NCC1OCCN1C(=O)c1ccc(Cl)cc1 (configuration not stated),-1%,0.7%,2%,-7%,7%,?,·,-0.7,57,0%,-2%
O=S1(=O)CCOC[C@H](CC2CCCCC2)N1Cc1ccc(F)cc1,8%,-0.6%,-4%,0%,11%,i,1.7,8.9,58,8%,0%
CN(C)c1nc(N2CCN(c3ccc(F)cc3)CC2)c(C#N)c(=O)o1,-5%,-2.1%,7%,-2%,1%,i,1.8,·,·,7%,-2%
CN(Cc1ccccc1)C(=O)c1ccc2c(c1)OCO2,1%,-0.9%,-9%,1%,-3%,i,0.6,1.6,99,3%,4%
O=C1CC(c2ccc(F)cc2)c2cc3c(cc2N1)CCC3 (configuration not stated),14%,2.2%,-2%,8%,4%,i,0.8,6.0,58,8%,2%
COc1cc(/C=C2/S/C(=N/S(=O)(=O)Cc3ccccc3)NC2=O)c([N+](=O)[O-])cc1OC,-5%,15%,-7%,18%,3%,i,0.0,0.0,51,17%,0%
